High-throughput results from PubChem BioAssay.
SENP8 block-1 – SENP8 (human) protease inhibition. inhibition, % at 20 µM. 360,000 tested, 0.64% active. recombinant SENP8, Nedd8 substrate fluorescence. AID 602440. Q96LD8; in the data active = inhibition mostly above about 40%, no sharp cut-off; inactive = mostly below about 27%
Target sequence (Q96LD8 whole entry, looked up): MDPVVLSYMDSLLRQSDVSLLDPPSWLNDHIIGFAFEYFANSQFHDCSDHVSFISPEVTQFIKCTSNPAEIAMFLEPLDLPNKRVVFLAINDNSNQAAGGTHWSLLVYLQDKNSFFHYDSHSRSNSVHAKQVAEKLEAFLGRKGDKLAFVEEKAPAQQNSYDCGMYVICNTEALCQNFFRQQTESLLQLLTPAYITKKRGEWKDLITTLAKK
SENP7 inh – SENP7 protease inhibition | Q9BQF6 | inhibition, % at 5 µM | AID 434973 | 330,000 tested, 1.5% active | recombinant SENP7, Z-RLRGG-aminoluciferin luminescence, 40 min;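 active = inhibition above about 50% at the single test dose, limit read from the data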;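 also: plate controls were DMSO with enzyme for no effect and no enzyme buffer wells for full effect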
SENP8 block-2 – blocks the human protease SENP8 | purified SENP8, Z-RLRGG-aminoluciferin cleavage, luminescence | AID 2540 | 330,000 tested, 1.2% active | Q96LD8 | inhibition, % at 10 µM; in the data active = inhibition above about 50%
SENP6 inh – inhibitors of human SENP6 protease. inhibition, % at 10 µM. 330,000 tested, 1.8% active. Recombinant SENP6 catalytic domain, aminoluciferin luminescence;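 active = inhibition above about 50% at the single tested dose, limit read from the data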;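 also: plate controls were DMSO wells with enzyme for no effect and DMSO wells lacking enzyme for full effect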
Target sequence (Q9GZR1 628-1112 limits assumed): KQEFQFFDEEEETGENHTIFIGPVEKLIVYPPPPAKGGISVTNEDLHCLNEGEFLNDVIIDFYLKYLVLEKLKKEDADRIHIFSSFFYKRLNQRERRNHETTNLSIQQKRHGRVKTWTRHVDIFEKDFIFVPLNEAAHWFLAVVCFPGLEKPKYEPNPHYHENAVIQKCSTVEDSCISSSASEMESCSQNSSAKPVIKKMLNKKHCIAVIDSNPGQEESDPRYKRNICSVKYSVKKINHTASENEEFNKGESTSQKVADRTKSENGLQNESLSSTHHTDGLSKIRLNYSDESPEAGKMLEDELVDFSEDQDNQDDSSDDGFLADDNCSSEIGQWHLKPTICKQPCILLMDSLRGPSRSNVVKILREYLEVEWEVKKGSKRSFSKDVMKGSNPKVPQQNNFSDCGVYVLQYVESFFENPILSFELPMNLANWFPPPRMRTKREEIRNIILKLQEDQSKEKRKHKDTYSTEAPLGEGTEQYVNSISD
HKDC1 inhibitor – inhibitors of human hexokinase HKDC1; Q2TB90; recombinant HKDC1, G6PDH/diaphorase resazurin coupled fluorescence; inhibition, % at 20 µM; 340,000 tested, 0.16% active; AID 493160;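 active = inhibition above about 35% when tested at 20 µM, limit read from the data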;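 also: plate controls were DMSO wells with enzyme for no effect and DMSO wells lacking enzyme for full effect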
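Test system: HK5 enzyme. Quantity: 5 µg/mL HK5 final. Reagent: glucose and ATP substrates. Schedule: 90 min reaction incubation at room temperature, dark. Technique: resazurin-to-resorufin fluorescence via G6PDH and diaphorase coupling, 525/613 nm. Control set: DMSO wells with and without enzyme mix.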
NALP3 yeast inh – inhibitors of NALP3 inflammasome in yeast. Yeast reconstituted NLRP3/ASC/caspase-1, beta-gal luminescence, 24 h. inhibition, % at 10 µM. 330,000 tested, 0.39% active;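 active = inhibition of 50% or more; inactive = inhibition below 50%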;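 also: plate controls were induced DMSO wells for no effect and uninduced yeast grown without galactose for full effect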
SENP1 FRET inh – blocks the human SENP1 SUMO protease catalytic domain; Q9P0U3; recombinant SENP1 catalytic domain, CyPet-SUMO1-YPet FRET cleavage; inhibition, % at 10 µM; 360,000 tested, 0.21% active; AID 624204;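 active = inhibition at least 30% at 10 µM, raw YFP signal under a set limit, fluorescence ratio 0.5 to 1.5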;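 also: 0% = enzyme with DMSO and 100% = no enzyme wells; some results filed as inactive read as strong as hits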
Target sequence (Q9P0U3 419-644 limits assumed): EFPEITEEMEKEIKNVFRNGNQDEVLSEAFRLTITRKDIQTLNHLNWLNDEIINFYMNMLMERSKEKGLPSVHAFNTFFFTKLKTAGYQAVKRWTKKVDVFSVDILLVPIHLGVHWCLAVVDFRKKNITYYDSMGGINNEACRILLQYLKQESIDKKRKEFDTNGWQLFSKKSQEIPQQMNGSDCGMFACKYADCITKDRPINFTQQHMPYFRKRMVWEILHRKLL
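system = hSENP1 catalytic domain, recombinant | reagent = SFCypet-SUMO1-SFYpet substrate at 25 nM | doses = one dose per compound, 10 µM, 0.5% DMSO | incubation = enzyme reaction for 50 min at room temperature, dark | measured by = FRET, CFP and YFP emission | controls = no-enzyme low, enzyme-DMSO high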
PfG6PD inh – PfG6PD (Plasmodium falciparum) enzyme inhibition; PfGluPho enzyme, NADPH resazurin-diaphorase fluorescence; 350,000 tested, 0.78% active; inhibition, % at 20 µM; AID 504690;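 active = inhibition reaching at least a set limit at 20 µM in the primary screen, cut at about 59% in these data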;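 also: 0% = DMSO wells with substrate and 100% = DMSO wells lacking glucose-6-phosphate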
Apaf-1 inh – human Apaf-1 inhibition; O14727; reconstituted apoptosome caspase-3 activity, DEVD-Rh110 fluorescence; 330,000 tested, 0.71% active; inhibition, % at 20 µM; active = inhibition of at least 40% at 20 µM;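 also: plate controls were DMSO wells for no effect and DEVD-CHO caspase inhibitor wells for full effect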
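Material: reconstituted apoptosome with Apaf-1, cytochrome c, caspase-9, procaspase-3, dATP; medium: pH 7.5 Hepes buffer with CHAPS, BSA, DTT; also added: cytochrome c and DEVD-Rh110 substrate; timing: 30 min plus 50 min, RT; signal: Rh110 fluorescence intensity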
Numbers without * were called inactive; . = no result given.

SMILES | SENP8 block-1 | SENP7 inh | SENP8 block-2 | SENP6 inh | HKDC1 inhibitor | NALP3 yeast inh | SENP1 FRET inh | PfG6PD inh | Apaf-1 inh
CC(C)N(C(=O)COC(=O)c1cccc(C(=O)OCC(=O)N(C(C)C)C(C)C)n1)C(C)C | 12 | 4 | 7 | -9 | -10 | 4 | 1 | -4 | 11
Cn1c(Cc2cccs2)nnc1SCC(=O)Nc1ccccc1F | 15 | -3 | 16 | 2 | -3 | -2 | 0 | 0 | -2
COc1ccc(NC(=S)Nc2cc(S(=O)(=O)N3CCCCC3)ccc2OC)cc1 | . | 0 | -5 | 7 | . | 36 | . | . | 5
CCN(CC)c1nc(C)c(C(C)=O)cc1C#N | -10 | 3 | 3 | -6 | -5 | 2 | 0 | 12 | 1
COc1ccc(-c2nc(C#N)c(N3CCCCCC3)o2)cc1 | -305 | 84* | 0 | -5 | 7 | 42 | 3 | -7 | 16
CCOc1ccc2sc(NS(=O)(=O)c3ccc(OC)c(OC)c3)nc2c1 | 15 | -1 | 0 | -2 | -5 | -8 | 1 | -32 | -10
S=C(Nc1ccc(Cl)cc1)Nc1ccc2cn[nH]c2c1 | -42 | 4 | -5 | 4 | -1 | 15 | -11 | 14 | 10
COc1cccc(NC(=O)C(=O)NCc2ccncc2)c1 | -8 | 9 | 19 | -4 | -9 | -13 | 1 | 1 | 11
CNc1nc(-c2c(C)[nH]c3ccc(OC)cc23)cs1 | 0 | 7 | 1 | 5 | -2 | 3 | -2 | 7 | 9
O=C(C1CCCO1)N1CCN(C(=S)Nc2cc(F)cc(F)c2)CC1 (stereo not given) | 12 | -11 | -10 | -5 | -5 | 11 | -1 | 9 | 9
Cc1ccc(SCC(=O)Nc2cccc(C(=O)NC(C)(C)C)c2)cc1 | 19 | -3 | -7 | 1 | -5 | 20 | 2 | -10 | 7
C=C(C)CNC(=S)N/N=C1\CCCCc2ccccc21 | 12 | -3 | 6 | 23 | 3 | 30 | 2 | 4 | 17
Nc1ccccc1C(=O)N/N=C1\C2CN3CCN(C2)CC1(c1ccccc1)C3 | -208 | 3 | 2 | 6 | -1 | 12 | 1 | -9 | -7
C=CCCO[C@@H]1O[C@@H](C)[C@H](O)C[C@H]1O | 5 | -4 | -3 | -12 | -5 | 15 | 2 | 1 | 5
COc1ccccc1NC(=O)C(=O)NCC(c1ccco1)N1CCc2ccccc2C1 (stereo not given) | -3 | -5 | 1 | -4 | -1 | 18 | 0 | 16 | 20
O=C(COC(=O)[C@@H]1CCCN1C(=O)c1cccs1)Nc1cccc(Cl)c1 | -7 | -4 | 2 | -7 | -7 | 11 | 4 | -2 | 5
Cc1nc(NC(=O)c2ccc(F)cc2)nc2cc3c(cc12)OCO3 | -47 | 4 | 0 | -9 | 9 | 22 | -1 | -23 | -7
O=C(Nc1ccccc1F)C(=O)c1cn(CC(=O)N2CCCCC2)c2ccccc12 | -3 | -4 | -9 | -36 | -4 | 23 | 3 | 16 | 15
CCCc1nc2sc3ccccc3c(=O)c2c(=O)n1Cc1ccc(OC)cc1 | 17 | 5 | -4 | -7 | 8 | 17 | -6 | -6 | 18
O=C(Nc1ccc2c(c1)OCO2)N1CCN(c2ncc(C(F)(F)F)cc2Cl)CC1 | 24 | -12 | -13 | -24 | 3 | -9 | 2 | 35 | 19
O=C1CCCN1CCCNCC(O)c1ccccc1 (stereo not given) | 12 | 0 | 2 | 7 | -2 | 5 | 0 | -7 | 6
O=C(c1ccc(F)cc1)N1CCCC(c2nc(-c3cccs3)no2)C1 (stereo not given) | -2 | 6 | -2 | 3 | 4 | 24 | 1 | -9 | 11
Cc1ccc(C(C(=O)NCC2CCCO2)N(C(=O)c2snc(C(N)=O)c2N)c2ccc3c(c2)OCCO3)cc1 (stereo not given) | -276 | 5 | -1 | -10 | -4 | 5 | -11 | -13 | 26
O=S(=O)(/N=C(/Nc1cccc2ccccc12)c1ccc(F)cc1)c1ccccc1 | 26 | 2 | 5 | 1 | 6 | 9 | 2 | 10 | 9
CCOc1ccc(Nc2nc(N)c([N+](=O)[O-])c(N3CCOCC3)n2)cc1 | 28 | -3 | 4 | 11 | -5 | 15 | 5 | 3 | 1
O=C(CSc1nc2ccccc2c(=O)n1CCCN1CCOCC1)Nc1ccc2c(c1)OCO2 | 12 | -3 | -5 | 0 | -1 | 3 | 2 | 7 | -13
CCOC(=O)N1CCN(C(=O)C2CCCN(S(=O)(=O)c3ccccc3)C2)CC1 (stereo not given) | 13 | 4 | 5 | -4 | -1 | 13 | 1 | 1 | -9
CSCC(O)Cn1[nH]c(=O)c2cc(Cl)c(Cl)cc2c1=O (stereo not given) | -22 | 9 | 0 | -29 | 0 | 15 | 0 | 2 | -7
O=C(c1cc2c(=O)n3ccccc3nc2s1)N1CCN(c2cccc(Cl)c2)CC1 | -316 | 4 | 4 | -10 | 3 | 23 | -59 | 3 | 24
O=C(COC(=O)CC1c2ccccc2CCN1S(=O)(=O)c1ccccc1)Nc1ccccc1 (stereo not given) | 1 | -1 | 5 | 7 | -6 | 13 | 2 | 2 | 17
O=C(CSc1nnc(-c2ccccc2Cl)n1Cc1ccco1)Nc1ccc2c(c1)OCCO2 | 14 | 3 | -3 | 2 | 3 | 11 | -2 | -2 | 1
CCOc1ccccc1NC(=O)CCS(=O)(=O)c1ccc2c(c1)CC(C)N2C(C)=O (stereo not given) | 11 | 12 | -4 | 8 | 0 | 5 | 4 | -12 | -15
O=C(OCC(=O)N(CCc1ccccc1)Cc1ccccc1)c1ccc(F)c(S(=O)(=O)N2CCOCC2)c1 | 8 | . | . | . | 2 | . | -1 | -10 | .
Cc1ccc(/C=N/NC(=O)c2nnn(-c3nonc3N)c2CN(C)C)o1 | 1 | -5 | -11 | -16 | 0 | 0 | -1 | -13 | 1
Cc1ccc(NC(=O)c2ccco2)c(NC(=O)c2ccc(Cl)cc2)c1 | 13 | 6 | -2 | -6 | -2 | 13 | 2 | 0 | 9
CCN(CC)S(=O)(=O)c1ccc(N(C)Cc2cccnc2)nc1 | -24 | -1 | 5 | 2 | -7 | 8 | 0 | -6 | 1
COc1ccc(NS(=O)(=O)c2ccc(C)c(C(=O)NCC(c3ccco3)N3CCCCC3)c2)cc1 (stereo not given) | 17 | 7 | 0 | -17 | 2 | -2 | 1 | -17 | 25
COc1ccccc1N1CCN(C(=O)c2cc3sccc3n2C)CC1 | 6 | 6 | -5 | -11 | 1 | 1 | -3 | 27 | 5
Cc1cc(/C=C2/NC(=O)N(Cc3ccccc3F)C2=O)c(C)n1C | -262 | -1 | -1 | 11 | -8 | 17 | -29 | 28 | 0
CC(C)(C)N(Cc1ccccc1)C(=O)COC(=O)c1ccc(S(=O)(=O)N2CCOCC2)cc1 | -6 | 1 | -2 | 0 | 0 | 7 | 0 | 12 | 18
O=C(N/C=C/n1cnc2cc(C(F)(F)F)ccc21)c1ccccc1F | 9 | -4 | -6 | -6 | -2 | 20 | 1 | -6 | -7
CCCS(=O)(=O)n1nc(-c2ccc(OC)cc2)cc1N | 15 | 3 | -5 | -11 | -3 | 1 | 3 | 5 | 6
Cc1ccc(S(=O)(=O)N(C)c2ccccc2C(=O)Nc2ccc(F)cc2F)cc1 | 17 | -7 | 0 | -9 | -5 | 37 | 2 | 5 | -4
O=C(Cn1cccc1)Nc1ccc(F)cc1F | 18 | -6 | -9 | -16 | -8 | 2 | 3 | 5 | -6
COc1ccc(C2(CNC(=O)Cc3ccc(OC)c(OC)c3)CCCC2)cc1 | 5 | -1 | -11 | -13 | -5 | 17 | -6 | -29 | 17
CC1Cc2ccccc2N1C(=O)c1cccnc1 (stereo not given) | 11 | 7 | -2 | 5 | -3 | -6 | 0 | -6 | -14
O=C1CN(C(=O)COC(=O)C2CCN(S(=O)(=O)c3ccccc3C(F)(F)F)CC2)c2ccccc2N1 | 21 | -2 | 2 | -11 | -7 | 9 | 0 | -9 | 5
CCN(c1ccccc1)S(=O)(=O)c1ccc2[nH]c(=O)c(=O)[nH]c2c1 | -84 | 3 | 5 | -12 | 4 | 13 | 2 | 8 | 4
CC1CCCCC1NC(=O)c1cc2c(=O)n3ccccc3nc2n1C (stereo not given) | -277 | 4 | -3 | 4 | 2 | 11 | -40 | -2 | 13
CC1CCCCC1NC(=O)COC(=O)Cc1ccc(Cl)cc1 (stereo not given) | -2 | 5 | 3 | -9 | -1 | 14 | 3 | 5 | 4
S=C1NC(c2ccccc2)=NCN1c1ccccc1 | 9 | 6 | 0 | -1 | 1 | 20 | 2 | -5 | -4

Compounds above with a Cl atom:
SMILES | SENP8 block-1 | SENP7 inh | SENP8 block-2 | SENP6 inh | HKDC1 inhibitor | NALP3 yeast inh | SENP1 FRET inh | PfG6PD inh | Apaf-1 inh
S=C(Nc1ccc(Cl)cc1)Nc1ccc2cn[nH]c2c1 | -42 | 4 | -5 | 4 | -1 | 15 | -11 | 14 | 10
O=C(COC(=O)[C@@H]1CCCN1C(=O)c1cccs1)Nc1cccc(Cl)c1 | -7 | -4 | 2 | -7 | -7 | 11 | 4 | -2 | 5
O=C(Nc1ccc2c(c1)OCO2)N1CCN(c2ncc(C(F)(F)F)cc2Cl)CC1 | 24 | -12 | -13 | -24 | 3 | -9 | 2 | 35 | 19
CSCC(O)Cn1[nH]c(=O)c2cc(Cl)c(Cl)cc2c1=O (stereo not given) | -22 | 9 | 0 | -29 | 0 | 15 | 0 | 2 | -7
O=C(c1cc2c(=O)n3ccccc3nc2s1)N1CCN(c2cccc(Cl)c2)CC1 | -316 | 4 | 4 | -10 | 3 | 23 | -59 | 3 | 24
O=C(CSc1nnc(-c2ccccc2Cl)n1Cc1ccco1)Nc1ccc2c(c1)OCCO2 | 14 | 3 | -3 | 2 | 3 | 11 | -2 | -2 | 1
Cc1ccc(NC(=O)c2ccco2)c(NC(=O)c2ccc(Cl)cc2)c1 | 13 | 6 | -2 | -6 | -2 | 13 | 2 | 0 | 9
CC1CCCCC1NC(=O)COC(=O)Cc1ccc(Cl)cc1 (stereo not given) | -2 | 5 | 3 | -9 | -1 | 14 | 3 | 5 | 4
